Rab9 promoter act: qHTS Assay for Rab9 Promoter Activators; Huh7 Rab9 promoter-luciferase reporter, luminescence, 24 h; Potency, µM (top dose mostly 9.22 µM), for inactives: top-dose activation, negative = inhibition, hits mostly activators; 320,000 compounds, 2.8% hits; further: % of control where 0% means no effect; nearly all actives have a fitted effect of over 60% in size
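Huh7 cells stably carrying Rab9 promoter–luciferase reporter, plated 1500 cells/well, compound added after 2 h and incubated 24 h at 37 °C; luciferase luminescence then read after 10 min with detection reagent.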
Gal4-VP16 FLuc: VP16 counterscreen qHTS for inhibitors of ROR gamma transcriptional activity; Drosophila S2 Gal4-VP16 UAS-luciferase, luminescence, 20 h; Potency, µM (top dose mostly 53.6 µM), for the others: top-dose activity, negative = inhibition, actives largely listed as inhibitors; 310,000 compounds, 3.5% hits;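 further: Gal4-VP16 expression switched on by copper sulfate through the metallothionein promoter; on the % scale 0 is the no-effect control and ±100 the full control effect; nearly all actives have a fitted effect of over 50% in size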
p53 reactivator: qHTS assay for re-activators of p53 using a Luc reporter. H1299 p53-A138V BP100-luciferase reporter, luminescence, 24 h. Potency, µM (doses to about 92.2 µM), inactives show top-dose activity change, positive = activation, most hits filed as activators. 320,000 compounds, 0.063% hits. AID 504706, 2011; further: % of control where 0% means no effect; nearly all actives have a fitted effect of over 45% in size
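p53-null H1299 cells stably carrying temperature-sensitive p53-A138V and a BP100-luciferase reporter were pinned with compounds (4-point, 1:5 series) and held 24 hrs at 37 deg C. Luminescence was read 10 min after detection reagent.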
FLuc modulator: qHTS profiling assay for firefly luciferase inhibitor/activator using purifed enzyme and Km concentrations of substrates (counterscreen for miR-21 project) | Luciferin 4-monooxygenase (Photinus pyralis), P08659 | Potency, µM (titrated, usually from 57.5 µM), for inactives: at the highest dose activity change, negative = inhibition, actives largely listed as inhibitors | 360,000 compounds, 6.9% hits | purified FLuc, Km substrates, luminescence inhibition;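 further: plate controls were vehicle for no effect and reference inhibitor for full effect; nearly all actives have a fitted effect of over 55% in size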
Target sequence (P08659 whole entry, looked up): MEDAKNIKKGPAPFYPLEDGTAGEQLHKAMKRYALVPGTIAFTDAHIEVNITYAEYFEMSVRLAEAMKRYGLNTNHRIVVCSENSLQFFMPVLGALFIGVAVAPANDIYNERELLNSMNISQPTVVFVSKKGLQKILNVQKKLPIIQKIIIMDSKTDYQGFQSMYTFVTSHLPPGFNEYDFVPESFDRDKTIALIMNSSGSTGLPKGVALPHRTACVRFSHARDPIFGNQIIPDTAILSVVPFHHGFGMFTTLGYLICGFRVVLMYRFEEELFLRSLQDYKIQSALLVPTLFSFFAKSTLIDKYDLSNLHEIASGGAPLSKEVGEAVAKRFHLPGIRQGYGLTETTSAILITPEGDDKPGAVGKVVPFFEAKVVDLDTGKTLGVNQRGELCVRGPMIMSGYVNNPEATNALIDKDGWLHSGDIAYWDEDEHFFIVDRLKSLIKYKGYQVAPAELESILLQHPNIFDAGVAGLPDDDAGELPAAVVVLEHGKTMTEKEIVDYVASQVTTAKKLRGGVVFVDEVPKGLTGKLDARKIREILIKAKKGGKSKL
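Biochemical qHTS of compounds, final roughly 60 µM downward over six points, against 10 nM purified firefly luciferase using Km concentrations of substrates (10 uM D-luciferin, 10 uM ATP) in Tris acetate pH 7.5 buffer; luminescence output.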
NPC1 prom act: qHTS Assay for NPC1 Promoter Activators; Huh7 NPC1 promoter luciferase reporter, 24 h; Potency, µM (doses to about 9.22 µM), without a hit: at the top dose activation, usual class: activators; 320,000 compounds, 2.4% hits; AID 485313, 2010;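 further: % of control where 0% means no effect; nearly all actives have a fitted effect of over 60% in size; reporter is driven by a mutant NPC1 promoter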
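Luminescence from an NPC1 promoter-driven luciferase reporter in stably transfected Huh7 cells was measured after 24 h compound treatment at 37 °C, followed by 10 min ambient incubation with luciferase detection reagent.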
uPA surface inh: qHTS for Inhibitors of Cell Surface uPA Generation | cell surface uPA generation assay, qHTS | Potency, µM (series often up to 38.3 µM), inactives show top-dose activity change, negative = inhibition, usual class: inhibitors | 330,000 compounds, 0.31% hits | AID 540303, 2011; active means well fitted inhibition curve with a large enough effect; inconclusive means small, poorly fitted or top-dose-only effect; inactive means no such curve, though single readings can be large or run the other way; tested in mouse RAW 264.7 cells; further: on the % scale 0 is the no-effect control and ±100 the full control effect; nearly all actives have a fitted effect of over 55% in size
ELG1 genotoxic: qHTS screen for small molecules that induce genotoxicity in human embryonic kidney (HEK293T) cells expressing luciferase-tagged ELG1; 330,000 compounds, 1.3% hits; Potency, µM (highest dose often 46 µM), for the others: at the highest dose activity change, positive = activation, actives largely listed as activators; AID 504466, 2011; HEK293T ELG1-luciferase reporter, luminescence, 16 h; further: % of control where 0% means no effect; nearly all actives have a fitted effect of over 60% in size
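Reporter readout depends on ELG1 protein level, which increases with genetic stress. After 16 hr compound exposure at 37 °C, luciferase activity was quantified using ONE-Glo.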
RORg inh: qHTS for inhibitors of ROR gamma transcriptional activity | 310,000 compounds, 5.4% hits | Potency, µM (highest dose often 53.6 µM), for the others: at the highest dose activity change, negative = inhibition, hits mostly inhibitors | Nuclear receptor ROR-gamma (Mus musculus), P51450 | Drosophila S2 Gal4-RORgamma UAS-luciferase reporter, 20 h; further: on the % scale 0 is the no-effect control and ±100 the full control effect; nearly all actives have a fitted effect of over 60% in size
Target sequence (P51450 whole entry, looked up, the tested form may be a part): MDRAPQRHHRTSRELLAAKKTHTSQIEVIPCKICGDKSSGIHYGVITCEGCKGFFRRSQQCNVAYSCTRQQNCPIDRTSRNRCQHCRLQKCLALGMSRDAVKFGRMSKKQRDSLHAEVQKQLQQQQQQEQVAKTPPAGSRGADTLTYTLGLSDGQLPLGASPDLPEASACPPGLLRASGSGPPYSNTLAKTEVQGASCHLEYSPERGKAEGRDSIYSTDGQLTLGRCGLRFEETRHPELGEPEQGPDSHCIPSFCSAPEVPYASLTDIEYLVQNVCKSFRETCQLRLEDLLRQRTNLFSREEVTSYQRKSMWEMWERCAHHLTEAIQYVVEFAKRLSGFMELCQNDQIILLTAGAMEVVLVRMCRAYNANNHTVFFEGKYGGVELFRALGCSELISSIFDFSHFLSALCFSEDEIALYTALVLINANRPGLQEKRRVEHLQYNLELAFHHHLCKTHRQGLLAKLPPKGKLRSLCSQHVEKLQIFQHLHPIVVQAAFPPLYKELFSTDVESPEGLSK
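Read-out: Photinus luciferase luminescence; inhibitors lower reporter signal. Insect Schneider cells with Gal4-ROR gamma fusion under metallothionein promoter, UAS reporter; 700 uM final copper sulfate induction, 20 hr, ambient temperature.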
MBNL1-CUG inh: qHTS Assay for Inhibitors of MBNL1-poly(CUG) RNA binding | 280,000 compounds, 0.036% hits | TR-FRET MBNL1-His/biotin-(CUG)12 binding, 665/545 ratio | AID 2675, 2010 | Muscleblind-like protein 1 (Homo sapiens), Q9NR56 | Potency, µM (doses to about 57.5 µM), for the others: at the top dose activity change, negative = inhibition, most hits filed as inhibitors; active means well fitted inhibition curve with a large enough effect in the signal ratio, with a control signal flat, not every such curve was filed as active; inconclusive means small, poorly fitted or top-dose-only effect, or effect the other way, or a change in a side signal; inactive means no such curve, though single readings can be large or run the other way; the % refers to the signal ratio; further: on the % scale 0 is the no-effect control and ±100 the full control effect
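Inhibition of protein-RNA binding appears as loss of TR-FRET between terbium anti-His antibody on MBNL1-His and streptavidin-XL665 on biotin-(CUG)12. Activity is normalized to buffer-only and uninhibited-complex controls.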
MLL CXXC-DNA inh: qHTS Fluorescence Polarization Assay for Inhibitors of MLL CXXC domain - DNA interaction. MLL-CXXC / FITC-HOXA9 DNA fluorescence polarization. Potency, µM (doses to about 115 µM), without a hit: at the highest dose activity change, negative = inhibition, hits mostly inhibitors. Histone-lysine N-methyltransferase 2A (Homo sapiens), Q03164. 290,000 compounds, 0.037% hits; active means well fitted inhibition curve with a large enough effect in the polarisation, with a control signal flat, not every such curve was filed as active; inconclusive means small, poorly fitted or top-dose-only effect, or effect the other way, or a change in a side signal; inactive means no such curve, though single readings can be large or run the other way; the % refers to the polarisation
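Steps: dispense CXXC domain solution (7 uM) → pin compounds or unlabeled HOX-A9 DNA control → 5 min ambient → add FLSN-HOX-A9 solution (50 nM) → spin → 30 min ambient → fluorescence polarization. Tris pH 7.5/NaCl/DTT/BSA buffer.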
BRCA1 expr up: qHTS Assay to Identify Small Molecule Activators of BRCA1 Expression. AID 624202, 2012. Potency, µM (highest dose often 46.1 µM), without a hit: top-dose activation, usual class: activators. MCF7-BRCA1-FFLuc reporter, luminescence, 48 h; response scale: scaled: vehicle 0%, 10 µM genistein 100%. 380,000 compounds, 1.1% hits; further: nearly all actives have a fitted effect of over 80% in size; some results filed as inactive show a strong effect at the top dose
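Luminescence from a BRCA1-driven firefly luciferase in MCF7 cells was the read-out, taken 15 min after substrate addition following 48 h compound exposure at 37 °C. Data were normalized to a 10 microM genistein control and DMSO vehicle.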
An asterisk follows results filed as active; ? = inconclusive; · = not tested or not shown; & = joins results of further samples; [ ] = another dose, or the depositor's remark. Unless noted, the call rests on the fitted dose curve; in most records, active means well fitted curve in the direction sought with a large enough effect; inconclusive means small, poorly fitted or top-dose-only effect, or another doubt; inactive means no such curve, though single readings can be large; an effect the other way counts as inactive or inconclusive. Potency means the concentration at half of the fitted maximal effect. An excerpt; rates above refer to the full screens.

cpd | Structure | MBNL1-CUG inh | uPA surface inh | BRCA1 expr up | Gal4-VP16 FLuc | RORg inh | p53 reactivator | ELG1 genotoxic | Rab9 promoter act | FLuc modulator | MLL CXXC-DNA inh | NPC1 prom act
1 | Cc1cccc(NC(=O)C2c3ccccc3Oc3ccccc32)n1 | 8.5% | ? | 37.4% | 25.8% | 25.1% | -7.2% | -3.1% | -1.2% | -13.7% | 0.0% | -1.1%
2 | CCOc1ccc(N/C=C/C(=O)c2ccc(C)cc2)c([N+](=O)[O-])c1 | 8.5% | -1.7% | ? | ? | 2µM* | ? | ? | ? | 1.35µM* | -6.7% | 1.41µM*
3 | Cc1ccc(NC(=O)CSc2nc3ccccc3nc2N2CCOCC2)cc1 | 11.8% | -18.9% | -28.1% | -0.9% | 14.1% | 2.5% | -1.6% | 16.3% | -10.4%&-4.6% | · | -1.1%
4 | CCOC(=O)c1cc(C(C)(C)C)nc(SC)c1C#N | -2.0% | 0.0% | -14.7% | 13.6% | ? | 2.3% | -2.2% | -0.3% | 6.3% | -1.8% | -2.0%
5 | CCOC(=O)CSc1nc2ccc(C)cc2[nH]1 | 1.1% | -0.1% | -10.7% | 5.6% | 2.3% | ? | 3.0% | 8.5% | 16.9µM* | 13.1% | 1.3%
6 | Cn1c2ccccc2c(=O)c2c(=O)n(-c3ccccc3)c(-c3ccc(C(C)(C)C)cc3)nc21 | · | 15.7% | -19.2% | -2.9% | 0.4% | 2.4% | -1.3% | 15.9% | ? | 3.0% | -2.1%
7 | CC(CN1C(C)CCCC1C)OC(=O)c1ccccc1F (stereo not drawn) | 2.2% | 5.3% | -1.1% | 1.9% | -1.2% | 2.5% | -0.7% | -0.2% | -2.3% | 3.8% | -1.1%
8 | CN(c1ccccc1)S(=O)(=O)c1ccc(C(=O)Nc2nnc(C3CC3)o2)cc1 | -0.4% | 10.2% | 1.4% | 1µM* | 0.316µM* | 3.6% | -19.6% | -18.3% | -13.7% | 4.0% | -12.3%
9 | Cc1ccc(C(=O)NC2CCN(CC(=O)Nc3c(C)cc(C)cc3C)CC2)cc1 | 0.7% | -4.1% | -18.3% | -16.3% | 18.7% | · | -2.7% | ? | -2.4% | -22.2% | ?
10 | CCn1c(=O)n(CC)c2cc(N3CCCC3)c(NC(=O)c3cccc(OC)c3)cc21 | -6.1% | ? | -26.5% | -6.1% | -24.8% | -9.4% | -10.0% | 1.5% | -0.7% | -8.3% | -4.4%
11 | COc1ccc(/C=C/C(=O)c2ccccn2)cc1 | ? | -5.1% | ? | 11.2µM* | 11.2µM* | ? | ? | 0.891µM* | 0.379µM* | 8.4% | 3.98µM*
12 | CC(C)C[C@@]12C(=O)N(c3ccc(Br)cc3)C(=O)N1[C@H](c1ccc(Br)cc1)[C@@H]1C(=O)N(C(C)(C)C)C(=O)[C@@H]12 | -2.6% | 15.2% | 0.0% | 9.4% | 19.6% | · | -3.6% | -0.4% | 0.4% | -2.4% | -8.2%
13 | O=C(Nc1c2c(nn1-c1ccccc1)CS(=O)C2)c1ccco1 (stereo not drawn) | -3.4% | 1.6% | -5.6% | -15.7% | -5.5% | 2.2% | 4.2% | -0.1% | 4.5% | 6.3% | -0.6%
14 | Cc1ccc(C(=O)OCC(=O)NNC(=O)c2ccc([N+](=O)[O-])cc2)o1 | · | 3.8% | -8.6% | · | · | -0.2% | 9.5% | -2.1% | -0.6% | · | -2.0%
15 | COc1cc(NS(=O)(=O)c2ccc(NC(=O)c3cccs3)cc2)nc(OC)n1 | -5.2% | 1.5% | 4.5% | -5.7% | 10.8% | 3.2% | 3.0% | -1.3% | -5.3% | 34.7%[activator] | -3.0%
16 | CCOc1ccc(NC(=O)CN2CCN(CC(=O)Nc3ccc(C(N)=O)cc3)CC2)cc1 | -2.4% | 6.5% | 18.9% | -2.3% | -9.1% | 0.9% | 2.0% | 11.8% | 0.7% | -8.9% | -3.5%
17 | COc1ccc(-c2sc3ccccc3c2C#CC2(O)CCCCC2)cc1 | 34.3%[activator] | -7.4% | -26.1% | -8.5% | -6.0% | 7.4% | 1.0% | 0.4% | -10.6% | 2.2% | 0.4%
18 | CCCCCOC(=O)c1[nH]c2c(c1C)C(=O)CC(c1ccco1)C2 (stereo not drawn) | 30.3% | -90.1% | -57.3% | 0.0% | ? | 4.8% | 12.9% | -31.9%[inhibitor] | 2.5% | -0.9% | -19.6%
19 | Cc1cc(C)n(C(=O)CNC(=O)C(c2ccccc2)c2ccccc2)n1 | 9.2% | 5.9% | -0.1% | -12.2% | -27.7% | 2.9% | -0.6% | -3.9% | 1.7% | -6.1% | -0.1%
20 | Cc1cc([N+](=O)[O-])nn1CC(=O)N1CCc2ccccc2C1 | 8.4% | -5.0% | -3.1% | -6.4% | -9.1% | 0.8% | 0.2% | -0.3% | 0.1% | 4.0% | 0.9%
21 | COc1cccc(N(CC(=O)NC2CCCCC2)C(=O)Cn2nnc(-c3ccc(C)o3)n2)c1 | -10.5% | -2.8% | 3.3% | 17.7% | 3.1% | -7.9% | -0.1% | -0.3% | -2.6% | 0.5% | 1.6%
22 | O=C(COC(=O)CNC(=O)C12CC3CC(CC(C3)C1)C2)Nc1ccccc1 | 8.5% | · | 2.3% | -4.9% | -13.4% | · | · | · | ? | 0.6% | ·
23 | CN1CCN(C(=O)c2ccc3c(c2)N(Cc2ccccc2)CCS3)CC1 | 3.2% | -25.2% | -3.9% | 1.6% | -21.4% | 9.1% | -1.7% | 3.4% | 1.7% | · | -2.0%
24 | COc1ccc(-c2cc(=O)oc3c(C)c(OCC(=O)NCCCn4ccnc4)ccc23)cc1 | ? | 8.6% | -20.0% | -7.8% | -11.7% | 21.5% | -1.6% | -6.8% | -4.5% | 62.1%[activator] | -1.3%
25 | O=C1CC(N2CCN(c3cccc(C(F)(F)F)c3)CC2)C(=O)N1c1ccccc1F (stereo not drawn) | 8.5% | 0.6% | -6.6% | 1.7% | -3.8% | -1.7% | 0.5% | -0.9% | 9.4% | 7.2% | 0.1%
26 | COC(=O)CSC(C)C(=O)Nc1nnc(C(C)C)s1 (stereo not drawn) | -4.1% | 15.4% | 6.6% | -7.5% | 5.4% | -2.8% | 3.9% | 2.1% | 3.6% | 18.2% | 0.8%
27 | N#CC1=C(N)Oc2[nH]c(=S)[nH]c(=O)c2C12C(=O)Nc1ccccc12 (stereo not drawn) | 6.3% | -2.3% | -1.6% | -18.9%[10 µM] | -0.1% | 9.7% | -7.3% | 0.0% | -0.2% | 9.2% | -0.4%
28 | CC(=O)c1cc(F)c(N2CCN(C(=O)COc3ccc(F)cc3)CC2)cc1C | 7.9% | -3.8% | -21.0% | ? | ? | -7.9% | -4.3% | -1.3% | 4.6% | 0.2% | -10.3%
29 | CCCC(C(=O)OCCN(CC)CC)(c1ccccc1)c1ccccc1 | · | -2.5% | 21.6% | -4.3% | 3.7% | · | · | -36.7%[inhibitor][46.1 µM] | · | -13.7%&-5.5% | -14.2%[46.1 µM]
30 | NCC(O)(c1ccc(Cl)cc1)c1ccc(Cl)cc1 | -0.9% | -28.2% | -25.0% | -6.6%[10 µM] | ? | -1.6% | -6.5% | 5.8% | 0.3% | -3.1% | -0.7%
31 | CS(=O)(=O)N(CC(=O)N1CCC(C(N)=O)CC1)c1cc(C(F)(F)F)ccc1Cl | -3.4% | -1.0% | -25.3% | 5.9% | -4.1% | 7.1% | 3.1% | -4.1% | -1.3% | -0.2% | -1.7%
32 | CN(C)S(=O)(=O)c1cccc(NC(=O)COC(=O)c2cc(=O)c3ccccc3o2)c1 | -3.3% | -3.1% | 16.8% | -8.2% | -1.0% | 6.2% | 2.8% | -2.7% | -5.2% | 9.6% | -1.2%
33 | Cc1cc2c(=O)n(C)c(SCC(=O)Nc3cccc(O)c3)nc2s1 | -0.3% | 3.9% | -2.6% | 4.1% | -7.1% | 0.8% | -5.7% | 4.6% | -1.9% | 4.4% | 7.2%

Screens from PubChem.
